GalR3 antagonist: GalR3 antagonists in HEK293 cells, primary screen, cell-based, fluorescence readout; HEK293 GalR3-CNG cAMP membrane potential fluorescence; galR3 body fused to GalR1 C-terminus; AID 651719, 2012; inhibition, % at 3 µM; hit rate 0.44% among 360,000;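 active means inhibition above the screen-wide average plus 3 SD, cut at about 13% in these data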;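 further: forskolin and galanin both at EC90 stimulate the cells; cAMP rise reported by CNG channel membrane potential dye signal; 0% = forskolin plus galanin with DMSO and 100% = forskolin alone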
Target sequence (O60755 1-299 limits assumed): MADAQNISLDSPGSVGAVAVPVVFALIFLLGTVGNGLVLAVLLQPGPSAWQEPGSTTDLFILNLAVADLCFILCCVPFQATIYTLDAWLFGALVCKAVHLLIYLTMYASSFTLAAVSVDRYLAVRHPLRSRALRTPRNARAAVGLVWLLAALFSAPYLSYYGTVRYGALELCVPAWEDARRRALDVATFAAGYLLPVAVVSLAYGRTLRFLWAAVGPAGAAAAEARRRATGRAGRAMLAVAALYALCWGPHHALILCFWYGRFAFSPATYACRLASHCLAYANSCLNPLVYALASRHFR
GPR7 antag: GPR7 receptor antagonists, primary screen, cell-based, fluorescence, single concentration | Neuropeptides B/W receptor type 1 (Homo sapiens), P48145 | GPR7-expressing cells, fluorescence antagonist assay | inhibition, % at 4.4 µM | hit rate 1.1% among 290,000 | AID 1861, 2009; in the data active means inhibition above about 16%, passing the limit was not always enough;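 further: cells stimulated with the agonist NPW; 0% = agonist with vehicle and 100% = vehicle without agonist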
Target sequence (P48145 whole entry, looked up): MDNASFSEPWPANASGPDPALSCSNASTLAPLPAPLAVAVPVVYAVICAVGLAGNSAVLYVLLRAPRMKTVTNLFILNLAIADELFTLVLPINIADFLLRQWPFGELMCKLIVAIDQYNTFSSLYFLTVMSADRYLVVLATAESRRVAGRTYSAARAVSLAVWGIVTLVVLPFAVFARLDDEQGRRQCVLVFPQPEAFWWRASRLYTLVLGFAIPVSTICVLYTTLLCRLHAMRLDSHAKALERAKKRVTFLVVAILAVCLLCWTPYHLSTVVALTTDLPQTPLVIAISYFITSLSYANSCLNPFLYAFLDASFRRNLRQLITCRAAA
NALP1 inh: NALP1 inflammasome inhibitors in reconstituted yeast, colorimetric, S. cerevisiae, triplicate retest; S. cerevisiae NALP1/ASC/caspase-1 growth, X-gal OD620, 72 h; hit rate 0.61% among 280,000; inhibition, % at 10 µM; in the data active means inhibition mostly above about 24%, no sharp cut-off; inactive means mostly below about 32%; further: some compounds called inactive have numbers as strong as hits
OXTR agonist: human OXTR agonists, primary screen, fluorescence, CHO-OTR cells, Fluo-8 calcium; Oxytocin receptor (Homo sapiens), P30559; hit rate 0.32% among 320,000; activation, % at 3 µM; AID 2435, 2010; Fluo-8 calcium fluorescence; normalized: DMSO 0%, oxytocin 100%;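 active means activation above the mean of all tested compounds plus 3 SD, cutoff set per screening run, cut at about 20% in these data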;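 further: peak over basal fluorescence ratio from a 100 s FLIPR kinetic read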
Target sequence (P30559 whole entry, looked up): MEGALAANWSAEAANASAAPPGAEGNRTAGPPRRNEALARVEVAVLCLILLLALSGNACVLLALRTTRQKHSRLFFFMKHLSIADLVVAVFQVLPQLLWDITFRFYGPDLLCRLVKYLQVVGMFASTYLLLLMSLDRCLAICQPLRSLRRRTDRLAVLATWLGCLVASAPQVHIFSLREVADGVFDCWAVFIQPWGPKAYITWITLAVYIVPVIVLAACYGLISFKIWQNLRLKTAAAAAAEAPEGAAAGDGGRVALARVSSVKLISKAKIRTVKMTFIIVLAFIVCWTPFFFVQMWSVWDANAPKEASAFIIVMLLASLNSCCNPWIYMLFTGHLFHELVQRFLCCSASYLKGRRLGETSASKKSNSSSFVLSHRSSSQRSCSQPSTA
OXTR potentiate: human OXTR potentiators, primary screen, fluorescence, CHO-OTR cells, Fluo-8 calcium; Oxytocin receptor (Homo sapiens), P30559; AID 2445, 2010; activation, % at 3 µM; Fluo-8 calcium fluorescence, potentiator mode; 0% = oxytocin EC15, 100% = EC100; hit rate 0.061% among 320,000;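 active means activation above that plate's cutoff, the mean activation of tested compounds plus 3 SD, cut at about 6.6% in these data, passing the limit was not always enough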;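 further: 100% uses oxytocin at 75 nM as the full agonist control; some results filed as inactive read as strong as hits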
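Material: CHO-OTR cells, human receptor; compound dosing: single dose, 3.0 µM nominal final compound concentration; schedule: 6 min compound pre-incubation at room temperature, 100 s kinetic read; measured by: kinetic Fluo-8 calcium fluorescence; read-out basis: % activation vs EC15 and EC100 oxytocin; controls: EC15 oxytocin alone as 0%, 75 nM oxytocin as 100%; replicates: singlicate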
V1R ag counter: agonists of human V1a receptor, primary screen, counter-screen for OXTR agonist project, fluorescence, CHO-V1R cells; Vasopressin V1a receptor (Homo sapiens), P37288; Fluo-8 calcium fluorescence, agonist mode; 0% DMSO, 100% 3 nM vasopressin; activation, % at 3 µM; hit rate 0.25% among 320,000; AID 2797, 2010;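 active means activation above the mean activation of all tested compounds plus 3 SD, per screening run, cut at about 20% in these data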;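 further: signal is peak over basal fluorescence ratio across a 100 second FLIPR read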
PfM18AAP inh: PfM18AAP inhibitors, malaria aminopeptidase, primary screen, biochemical, QFRET, recombinant enzyme. M18 aspartyl aminopeptidase (Plasmodium falciparum 3D7). H-Glu-NHMec fluorogenic cleavage. inhibition, % at 7.35 µM. hit rate 1.2% among 290,000. AID 1822, 2009;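 active means inhibition above the campaign mean inhibition over all tested compounds plus 3 SD, cut at about 28% in these data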;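 further: 0% = plate median of test compound wells and 100% = 2 mM ZnCl2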
MEKK2 mut-MEK5: MEK5 binding signal on mutant MEKK2 PB1, primary screen, biochemical, multiplex bead flow cytometry, Alexa488-MEK5; Alexa488-MEK5 binding to MEKK2 mutant; percent response, % at 10 µM; hit rate 0.35% among 290,000; AID 1530, 2009; in the data active means percent response above about 24%, passing the limit was not always enough; further: inactives centre near 1; some results filed as inactive read as strong as hits
MEKK2 WT-MEK5: modulators of MEK5 binding to wildtype MEKK2, primary screen, biochemical, multiplex bead flow cytometry, Alexa488-MEK5 | Alexa488-MEK5 binding to MEKK2 WT; actives lie on both sides | binding response (% of control), % at 10 µM | hit rate 1.1% among 290,000 | AID 1531, 2009; in the data active means binding response below about 67% or above about 130%
* marks the source's active call; other numbers are inactive results; x = no result given.

SMILES	GalR3 antagonist	GPR7 antag	NALP1 inh	OXTR agonist	OXTR potentiate	V1R ag counter	PfM18AAP inh	MEKK2 mut-MEK5	MEKK2 WT-MEK5
Cc1cccc(OCCCCCN2CCOCC2)c1C	-5	-6	7	0.8	5	1.0	2	9	104
COc1cccc(NC(=O)CN(C)C(=O)Cc2c(C)nc3ccccc3c2C)c1	-4	x	x	-0.5	-4	0.4	x	x	x
COC(=O)c1ccc(NC(=O)CSc2nc3ncccc3[nH]2)cc1	-2	0	15	1.1	-5	3.3	2	3	99
CC(C)c1cc(C(=O)NC2CCCCC2)no1	-8	4	-40	-0.2	0	-0.1	-10	-2	98
O=C(NCCCN1CCOCC1)c1cn(-c2ccccc2)nc1-c1ccc(F)cc1	-4	x	x	1.9	-6	1.0	x	x	x
CC(C)=CCN1CCN(Cc2nc(C(C)C)cs2)CC1CCO (configuration not stated)	-5	-16	16	0.5	-9	-0.5	-2	3	101
COc1ccccc1/C=N/NC(=O)NC12CC3CC(CC(C3)C1)C2	-7	-19	12	-1.1	-22	-0.2	-8	3	100
CC(=O)c1cccc(NC(=O)c2cc3ccccn3n2)c1	x	-11	-3	-1.0	-4	-0.1	6	x	x
CCOC(=O)N1CCC(N(CCN(C)C)C(=S)Nc2cccc(SC)c2)CC1	1	15	4	-0.6	-13	-1.0	28	-5	101
C=CCN(CC=C)C(=O)c1ccc(OC2CCN(Cc3ccccn3)CC2)cc1	1	17	-7	1.6	-5	0.6	1	-7	89
CCOC(=O)C1=C(C)N=C2SC(C(=O)OC)=CC(=O)N2C1c1cccc(OC)c1 (configuration not stated)	4	-12	12	-0.3	-4	0.4	3	-2	85
Cc1ccc(NC(=O)CSc2ccc(-c3ccco3)nn2)cc1	-6	-11	10	1.7	3	-0.3	-4	-10	92
COCCNC(=O)CN1C(=O)CSc2ncccc21	-2	-11	4	0.3	-1	0.4	-6	3	104
CN1CCN(c2ccccc2NC(=O)c2ccc(N3CCCC3)c([N+](=O)[O-])c2)CC1	3	2	23	0.4	-5	0.0	2	4	121
CC(NC=C1C(=O)OC(C)(C)OC1=O)C(=O)O (configuration not stated)	6	-1	-13	0.5	-1	-0.1	4	-5	104
Cc1ccc(OCCOCCN2CCN(C)CC2)c(C(C)(C)C)c1	-2	-6	28	1.6	-3	-0.4	2	4	113
O=C(O)c1nn(CCOc2ccc(Cl)cc2Cl)c(=O)c2ccccc12	-6	-15	18	1.7	-21	0.6	-3	-5	89
CC(=O)N1CCN(C(=O)CCCNC(=O)c2ccc(Cl)cc2)CC1	-3	5	-7	-0.3	-4	-1.1	-5	1	101
CCOc1ccccc1CN1CCN(CCCc2ccccc2)CC1CCO (configuration not stated)	-5	-4	27	0.9	8	1.4	-1	7	113
O=C(CSc1nncs1)NCCCc1ccccc1	-3	6	7	-0.5	-12	-0.7	-13	-3	90
Cc1ccc(S(=O)(=O)N2CCC(NC(=O)c3cccc(C)c3)CC2)cc1	-1	-6	7	-1.6	-5	-1.9	-7	-4	101
O=c1cc(Nc2cccc(Br)c2)[nH]c(=O)[nH]1	0	-8	-4	-0.4	-8	0.5	-1	0	108
Cc1ccccc1NS(=O)(=O)c1ccc(OCC(=O)NCC2CCCO2)cc1 (configuration not stated)	-2	-8	21	-0.1	-4	-0.7	5	-4	101
Cc1ccc(NC(=O)CN(C)S(=O)(=O)c2ccc3c(c2)n(C)c(=O)c(=O)n3C)c(C)c1	-7	-9	-18	-1.1	2	-0.7	5	3	105
CC(C)OCC(O)CSc1ccccn1 (configuration not stated)	-4	11	-6	0.5	-1	-0.2	0	-4	97
COc1ccc(NC(=O)CS(=O)(=O)c2cn(CC(=O)N(C(C)C)C(C)C)c3ccccc23)c(OC)c1	1	-3	10	1.3	-3	0.9	5	3	105
Cc1cc(OC(C)C(=O)NC2CCN(Cc3ccccc3)CC2)c2c(C)cc(=O)oc2c1 (configuration not stated)	x	-19	4	6.5	-5	-0.5	1	9	123
NS(=O)(=O)c1ccc(CNC(=O)c2ccc3c(=O)n4c(nc3c2)CCC4)cc1	-2	x	x	0.1	-6	1.1	x	x	x
O=C(Cn1cccc1C(=O)c1ccccc1)NCc1ccc2c(c1)OCO2	-2	-9	25	-1.9	2	0.7	1	6	108
Cc1cc(C)n2nc(SCC(=O)N(CCC#N)c3ccccc3F)nc2n1	-1	x	x	1.1	-7	0.8	x	x	x
O=C(NCc1ccc(F)cc1)Nc1cccc([N+](=O)[O-])c1	-5	-8	8	5.3	-9	6.1	-7	-7	103
Cc1ccc2nc(SCC(=O)O)nc(C)c2c1	-3	-2	36	0.7	3	-0.6	-1	-6	94
CC(C)OC(=O)C(C)Oc1ccc(C(=O)NCCc2ccccc2)cc1 (configuration not stated)	-7	7	-8	-2.5	-6	-0.6	-7	4	110
O=C(CSc1nc(=O)n2ccccc2n1)N1N=C(c2cccs2)CC1c1ccc(F)cc1 (configuration not stated)	-4	x	x	-1.0	-12	-0.1	x	x	x
COc1ccc(C(=O)CCc2ccccc2)cc1	-5	0	4	-2.8	-13	-0.9	-2	4	105
CC(C)CNC(=O)c1cccc(NC(=O)CCc2ccccc2)c1	3	-16	-3	-1.9	5	-0.9	-5	0	99
COCCNC(=O)c1cc2nc(-c3ccccc3)cc(C)n2n1	-3	-1	-10	-0.3	-6	0.2	-2	-8	86
Cc1ccc2c(c1)N(C(=O)CCC(=O)NCCCN1CCOCC1)CC(C)O2 (configuration not stated)	x	-14	6	-0.7	-2	0.1	-5	1	99
Cc1cc(C)cc(NC(=S)Nc2ccc(Cl)c(Cl)c2)c1	-5	-15	-1	6.0	-9	1.9	-2	13	129
CCOC(=O)CSc1nc(N2CCOCC2)c2c(c1C#N)CC(C)(C)OC2	-10	-11	-12	-1.4	-4	-0.2	-2	5	107
CC(=O)Nc1cccc(NC(=O)Nc2ccc(C(C)=O)cc2)c1	-6	-15	9	-0.3	-14	0.1	5	2	99
CCOc1ccc(N2CSC3=C(C#N)C(c4ccco4)CC(=O)N3C2)cc1 (configuration not stated)	-6	-7	0	-0.4	-6	-0.9	33*	4	102
C/C(=N\NC(=O)C(O)c1ccccc1)c1ccc(Cl)s1 (configuration not stated)	-4	-11	16	-1.3	-10	0.9	-10	2	106
COC(=O)c1cccc(S(=O)(=O)N(Cc2ccco2)Cc2cc3cc(OC)ccc3[nH]c2=O)c1	0	-11	-5	-2.0	-4	3.7	0	-1	91
COc1ccc(S(=O)(=O)N2CCC(Cc3ccccc3)CC2)cc1NC(C)=O	-10	-1	13	-1.1	-2	0.1	-13	-1	101
O=C(CN1C2=NCCN2c2ccccc21)c1ccc2c(c1)OCO2	-3	-7	9	2.2	0	0.3	5	-5	98
OC(COCc1ccccc1)CN1CCN(c2ccccc2F)CC1 (configuration not stated)	0	1	-12	1.2	-1	2.0	-5	1	100
COc1cc(C2C(C#N)=C(C)NC3=C2C(=O)CC(C)(C)C3)ccc1OCCO (configuration not stated)	-2	-1	-13	-0.3	-4	0.2	1	7	104
CCOc1ncccc1C(=O)OCC(=O)Nc1c(C)cccc1C	-3	2	-13	-1.2	-9	0.7	-6	x	x
CCOc1c(C)cnc2c1c(=O)n(Cc1cccc(Cl)c1)c(=O)n2C	1	-3	3	-2.5	-2	-0.7	4	3	100

More compounds
SMILES	GalR3 antagonist	GPR7 antag	NALP1 inh	OXTR agonist	OXTR potentiate	V1R ag counter	PfM18AAP inh	MEKK2 mut-MEK5	MEKK2 WT-MEK5
O=c1o[nH]c(-c2ccccc2)c1N=Nc1c(F)cccc1Cl	-6	-17	-7	4.1	-14	6.2	1	-3	91
C=CCN(Cc1ccco1)S(=O)(=O)c1ccc(Cl)cc1	0	-14	5	0.1	-1	2.9	2	8	109
Cc1nn(-c2ccccc2)c(C)c1C(=O)OCC(=O)N(C)C1CCS(=O)(=O)C1 (configuration not stated)	-3	-3	10	-0.2	-4	1.1	-2	-4	89
COC(=O)c1oc2ccccc2c1-n1cccc1	-4	-13	10	-1.5	4	-0.2	5	5	118
COc1ccc(S(=O)(=O)N2CC=C(C(=O)Nc3ccc(NC(C)=O)cc3)CC2)cc1	-2	0	14	-0.5	-10	-0.2	-7	-3	93
C/C(=N\OCC(=O)Nc1ccccc1C(=O)O)c1cccs1	1	-9	7	0.6	0	-0.1	-5	-3	98
C/C(=N\NC(=O)C(N)=O)c1cccc(C(F)(F)F)c1	-7	-12	8	-1.8	-3	-0.9	-9	-8	92
O=C(c1cccs1)N1CCN(Cc2cccnc2)CC1	-4	x	19	-0.5	-4	-0.3	x	1	95
CCc1ccc(S(=O)(=O)N/N=C\c2ccc3c(c2)OCO3)cc1	-4	-7	-14	0.3	-1	2.9	1	3	104
CN(CCO)CCOCCOc1cccc2ccccc12	-6	-8	7	0.9	-4	-0.3	-3	8	114
NC(=O)c1ccccc1NC(=O)CCCc1ccccc1	-6	3	11	-0.8	-7	0.2	2	4	109
CCCc1nc2ccccc2n1C(=S)SC	-5	-14	2	-2.0	-5	-1.5	5	5	100
COC(=O)C(NC(=O)C(C)NC(=O)OCc1ccccc1)C(C)C (configuration not stated)	-2	3	1	0.0	-5	0.1	-4	-1	97
O=C(CN1C(=O)NC2(CCc3ccccc32)C1=O)c1ccc(F)c(F)c1 (configuration not stated)	-5	x	x	0.0	-7	1.8	x	x	x
CC(NC(=O)COC(=O)c1cc(NS(=O)(=O)c2ccc(Cl)c([N+](=O)[O-])c2)ccc1O)C1CC2CCC1C2 (configuration not stated)	-3	0	32	0.6	-9	2.8	4	1	98
NC(=O)COC(=O)c1cccc(S(=O)(=O)N2CCN(c3ccc(F)cc3)CC2)c1	-7	-4	6	1.4	-21	1.9	-4	-4	96
CC(=O)c1ccc(NC(=S)Nc2cccc3ccccc23)cc1	-2	-5	11	-0.3	-6	-0.6	-9	-13	88

Three of the entries above in order of the NALP1 inh value, low to high:
| mol | GalR3 antagonist | GPR7 antag | NALP1 inh | OXTR potentiate | PfM18AAP inh | MEKK2 mut-MEK5 | MEKK2 WT-MEK5 |
| --- | --- | --- | --- | --- | --- | --- | --- |
| CCc1ccc(S(=O)(=O)N/N=C\c2ccc3c(c2)OCO3)cc1 | -4 | -7 | -14 | -1 | 1 | 3 | 104 |
| CN(CCO)CCOCCOc1cccc2ccccc12 | -6 | -8 | 7 | -4 | -3 | 8 | 114 |
| COC(=O)c1oc2ccccc2c1-n1cccc1 | -4 | -13 | 10 | 4 | 5 | 5 | 118 |

Rows are unselected. About 4.1% of those tested had a hit in this group.
